# From PubChem BioAssay
# M17LAP inhibition = P. falciparum M17LAP inhibitors, primary screen, biochemical, fluorogenic H-Leu-NHMec substrate, 1536-well (AID 1619) | Leucine aminopeptidase (Plasmodium falciparum (isolate 3D7)) | recombinant M17LAP, H-Leu-NHMec fluorogenic kinetic assay; higher % means a stronger effect | one-dose inhibition, % at 30 µM; IC50 in µM for titrated hits | hit rate 0.38% among 220,000;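 active = compound inhibiting the enzyme by more than half at any dose during confirmatory dose-response retesting; inconclusive = strong single-dose inhibitors picked by rank but not retested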;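 also: plate controls were full reaction with DMSO carrier for no effect and no enzyme background for full effect; strong numbers were not always called active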
# bCat nuc transl = modulators of beta-catenin nuclear translocation, primary screen, imaging, HeLa cells, immunofluorescence, high-content; nuclear translocation activity, % at 5 µM; hit rate 0.3% among 190,000;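 active = nuclear translocation activity above 50% at 5 µM, with a well cell count of 50 or more; inconclusive = wells under 50 cells across six images, flagged as toxic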;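 also: per-cell ratio of nuclear to cytoplasmic median beta-catenin stain intensity; plate controls were DMSO negative control for no effect and GSK-3 inhibitor IX positive control for full effect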
#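 test system = HeLa cells, endogenous beta-catenin | dosing = single 5 µM dose plus 0.02–20 µM confirmation series | times = compound treatment 24 h, 37°C, 5% CO2 | technique = beta-catenin immunofluorescence imaging with DAPI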
# NOD1 NF-kB reporter = NOD1 signaling inhibitors, primary screen, cell-based, luminescence, uHTS (AID 1578) | NOD1-driven NF-kB luciferase reporter cells, luminescence; higher % means a stronger effect | inhibition, % at 4 µM, or EC50 in µM where a hit was titrated | hit rate 1% among 290,000; in the data active = inhibition mostly above about 36%, no sharp cut-off; inactive = mostly below about 34%;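 also: HEK-293T reporter cells stimulated with the NOD1 agonist gamma-tri-DAP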
# Yfh1-depleted yeast = enhancers of respiration in Yfh1-depleted yeast, dose response, Friedreich's ataxia, plus single-dose screen (AID 1465). S. cerevisiae Yfh1-off respiration, WST-1 reduction, 72 h; higher fold induction means a stronger effect. one-dose fold induction at 50 µM; EC50 in µM for titrated hits. hit rate 0.074% among 220,000;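 active = fold induction of absorbance versus untreated yeast above a set limit, then at least 30% activation at any dose in follow-up; inconclusive = repeats straddling the limit, or above it without dose testing; inactive = fold induction below the set limit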;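 also: activators that raise dye reduction in frataxin-depleted yeast; strong numbers were not always called active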
# Insulin prom up = insulin promoter activators in MIN6 cells, imaging, high-content screening, mouse beta cells; MIN6 insulin promoter-GFP reporter; stronger effect = higher value; z-score at 5 µM; hit rate 0.3% among 190,000;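 active = z-score above 3 at 5 µM with at least 500 cells counted in the well; inconclusive = wells under 500 cells, flagged as cytotoxic or low count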
# Dynein cargo inh = inhibitors of GR-EGFP nuclear translocation, primary screen, dynein cargo transport inhibitor project, imaging, high-content, 3617.4 mouse cells; test concentration mostly 20 µM; stimulated with dexamethasone, 1 µM; stronger effect = lower value; z-score, hits read low; hit rate 0.47% among 220,000; AID 1381, 2008;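 active = plate z-score of nuclear minus cytoplasmic receptor signal below a set negative limit, without overly bright fluorescence or cell loss, cut at about -3.5 in these data, passing the limit was not always enough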;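 also: z-score of nuclear minus cytoplasmic ring GR-EGFP intensity difference per well; some compounds called inactive have numbers as strong as hits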
#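 medium = tetracycline-free induction medium containing charcoal-stripped FBS | also added = 1.0 µM final dexamethasone stimulus | schedule = 48 h induction, 1 h compound, 30 min dex at 37 °C | technique = fixed, Hoechst-stained cells imaged at 10x for EGFP | measure = GR-EGFP nuclear translocation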
# Autophagy HCS = autophagy modulators in MEF cells, primary screen, imaging, high-content, MEF GFP-LC3 | MEF GFP-LC3 puncta imaging; test concentration mostly 10 µM | calls only at 10 µM (by protocol) | hit rate 0.98% among 190,000;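 active = percentage of spot-positive cells more than 3 SD above its plate mean, without a fluorescence outlier flag or 80% toxicity; inconclusive = no clear call, values can overlap the other calls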;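 also: spot-positive cell cutoff set from DMSO-treated cells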
# HEK293 NOD2/NF-kB = NOD2 signaling inhibitors, cell-based, luminescence, uHTS, HEK293 (AID 1566) | one-dose inhibition, % at 4 µM; EC50 in µM for titrated hits | hit rate 0.63% among 290,000 | HEK293 NOD2/NF-kB luciferase reporter, luminescence; higher % means a stronger effect; in the data active = inhibition above about 50%; also: many of its hits are not listed in these tables
# MT stabilizer = microtubule stabilizers in HeLa cells, primary screen, imaging, high-content imaging; HeLa tubulin immunostaining HCS, 24 h; share of cells brighter than vehicle mean+2SD; % tubulin-high responders, % at 10 µM; hit rate 0.83% among 200,000; AID 2205, 2009;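 active = plate Z-score above 3 for both tubulin-high and condensed-nucleus cell shares, with cell loss under 80%, at 10 µM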;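 also: anti alpha tubulin signal scored within the nucleus-defined area of each cell; some results filed as inactive read as strong as hits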
# Dynein cargo inh cytoplasmic EGFP = recorded beside Dynein cargo inh, whose call it bears; z-score; measured here: cytoplasmic GR-EGFP intensity; stronger effect = higher value
# Dynein cargo inh nuclear GR-EGFP = also measured in Dynein cargo inh; calls as there; z-score; measured here: nuclear GR-EGFP intensity;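 lower value marks the stronger effect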
# Dynein cargo inh cell count = recorded beside Dynein cargo inh, whose call it bears; z-score; measured here: cell count per field
# Insulin prom up cell count = recorded beside Insulin prom up, whose call it bears; cell count; measured here: cytotoxicity, nuclei count;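 total cells summed across four imaged fields per well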
# bCat nuc transl cell count 5 µM = further read-out of bCat nuc transl, marked with its call; cell count; measured here: cell count, cytotoxicity flag
# MT stabilizer Hoechst-high % = further read-out of MT stabilizer, marked with its call; % Hoechst-high responders; measured here: nuclear condensation Hoechst responders;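 share of cells brighter than vehicle mean plus two SD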
# MT stabilizer cytotoxicity % = recorded beside MT stabilizer, whose call it bears; toxicity, %; measured here: cytotoxicity by cell density;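 0% = mean cell density of plate MIN control wells and 100% = no cells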
# Autophagy HCS cell loss 18 h = also measured in Autophagy HCS; calls as there; toxicity, %; measured here: cell loss, nuclei count;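 cell loss after 18 h compound exposure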
# An asterisk follows results filed as active; i = inactive; ? = inconclusive; / = not tested or not shown. Some of the compounds tested; count on the stated rates, not on these rows.
# Second line of a record – M17LAP inhibition, bCat nuc transl, bCat nuc transl cell count 5 µM, NOD1 NF-kB reporter, Yfh1-depleted yeast, Insulin prom up, Insulin prom up cell count, Dynein cargo inh, Dynein cargo inh cytoplasmic EGFP, Dynein cargo inh nuclear GR-EGFP, Dynein cargo inh cell count, Autophagy HCS, Autophagy HCS cell loss 18 h, HEK293 NOD2/NF-kB, MT stabilizer, MT stabilizer Hoechst-high %, MT stabilizer cytotoxicity %
> COc1cccc(-c2cc(C(=O)N3CCCCCC3)no2)c1
    6.1%, -3.6, 1089, -12.2%, i, 0.66, 1645, -0.212, -0.229, 0.145, 0.231, /, /, -126.7%, 5.9, 1.9, 10.6
> CCN1CCN(CC(=O)c2c(C)n(C)c3ccc(OC)cc23)CC1
    12.3%, -3.2, 996, -19.7%, i, -0.64, 1433, -0.782, 0.348, 0.184, -0.311, i, -25.9, 1.2%, 2.7, 1.4, 5.6
> CSc1nc(N(C)NC(=O)c2cccc(C)c2)c2ccccc2n1
    -4.4%, 97.3*, 751*, -20.7%, i, -1.77, 595, 0.197, -0.189, -0.201, -0.499, i, 61.3, -36.3%, 13.4, 33.9, 39.2
> COc1cccc(NC2=Nc3cccc4cccc2c34)c1
    1.7%, 1.7, 1068, -35.3%, i, 1.61, 1418, 0.808, -0.14, 0.389, -0.0911, i, -7.9, -1.0%, 3.7, 2.0, 3.3
> Cc1cc(C)n(-c2ccc(C(=O)Nc3ccc(C)c(S(=O)(=O)N(C)C)c3)cc2)n1
    7.9%, 0.4, 1099, 4.0%, i, -0.41, 1225, -0.12, -0.237, -0.0425, 0.53, i, -1.4, -2.3%, 3.2, 1.5, 6.6
> CCOc1ccc(N2CC(C(=O)NCCN3C(=O)S/C(=C\c4cccnc4)C3=O)CC2=O)cc1 (stereo not given)
    8.8%, 0.2, 1055, -19.2%, i, -0.23, 1285, -0.676, -0.318, 0.00532, 1.44, i, 7.3, 19.3%, 9.6, 2.5, 12.8
> COc1cc(N)c(Cl)cc1NC(=O)c1ccccc1
    3.9%, -0.1, 883, -1.5%, i, 0.52, 1086, 1.14, -0.133, 0.52, -0.814, i, 14.6, -1.1%, 2.0, 2.3, 5.3
> CCOc1cc(CNn2cnnc2)ccc1OCC(=O)NC1CCCCC1
    -6.1%, -0.1, 990, -22.9%, i, -0.88, 1836, -0.478, -0.249, -0.895, 1.62, i, 1.3, -3.4%, 2.3, 1.5, 1.6
> COc1ccc(NC(=O)COc2ccc(-c3nn(C)c(=O)c4ccccc34)cc2)cc1
    9.9%, 0.4, 1146, -15.5%, i, -0.39, 1432, 1.81, -0.136, 1.58, -1.66, i, 7.6, 18.0%, 2.5, 1.0, 0.1
> O=C(OCc1cnc(Cl)s1)c1ccc(Cl)cc1
    1.0%, -0.7, 1394, 7.0%, i, 0.08, 1634, -0.473, -0.202, 0.306, 0.652, i, 10.6, 12.1%, 3.1, 2.0, 7.9
> COc1ccc(OC)c(NC(=O)c2ccccc2N(Cc2ccccc2)S(C)(=O)=O)c1
    4.1%, 1.3, 955, 8.8%, i, 0.02, 1405, -0.807, -0.252, -0.0159, 0.0379, i, -7.4, -18.4%, 0.7, 1.0, 8.6
> Cc1cccc(Oc2nc(-c3ccccn3)nc3ccccc23)c1
    25.4%, -5.7, 1173, 2.0%, i, -0.03, 1020, -0.876, -0.107, -0.363, -0.239, /, /, 27.4%, /, /, /
> Cc1ccc(N(CC(=O)N/N=C/c2cc(C)n(-c3ccccc3)c2C)S(C)(=O)=O)c(C)c1
    5.2%, -2.3, 1157, -16.3%, i, 0.17, 1263, 0.111, -0.117, 0.479, 0.426, i, -9.9, 6.0%, 2.7, 0.9, 7.2
> N/C(=N\OC(=O)CC1CCCCC1)c1cccc([N+](=O)[O-])c1
    15.1%, /, /, -14.9%, i, -0.38, 1464, -0.392, -0.0848, -0.00592, 0.377, i, 9.8, 17.1%, 2.1, 2.2, 6.3
> Cn1c(=O)oc2cc(S(=O)(=O)NCc3ccco3)ccc21
    2.3%, /, /, -6.4%, i, 0.28, 919, -0.557, -0.178, -0.117, 0.601, i, -3.3, 6.4%, 6.8, 3.4, 7.0
> O=C(Nc1nc(-c2ccc(-c3ccccc3)cc2)cs1)c1cc([N+](=O)[O-])ccc1N1CCOCC1
    5.8%, 1.0, 1114, -31.8%, i, 0.34, 1272, -1.01, -0.269, -0.39, 0.377, i, -8.3, 6.0%, 3.3, 1.1, 5.9
> CC(C)N(C(=O)Cn1cc(SCC(=O)N2CCCC2)c2ccccc21)C(C)C
    9.7%, -1.3, 1116, -35.0%, i, -0.32, 1334, -0.304, 0.154, -0.396, 0.104, i, 4.6, 3.9%, 3.9, 2.4, 9.4
> Nn1c(SCC(=O)Nc2ccc(S(=O)(=O)N3CCCC3)cc2)nnc1C(F)(F)F
    0.9%, /, /, -17.4%, i, 0.15, 1269, 1.09, -0.196, 0.418, -0.268, i, -0.2, 4.1%, 2.8, 1.5, 5.9
> COc1ccc(Cl)cc1S(=O)(=O)Nc1cccc(C(=O)O)c1
    -10.6%, -2.5, 1162, 10.2%, i, 0.5, 1097, -0.611, -0.203, -0.256, 0.98, i, -5.5, 11.2%, 2.4, 2.0, 4.6
> O=C(NCCc1ccc(F)cc1)C1CCCCC1
    /, 0.6, 1048, -35.7%, i, -0.22, 1519, 0.925, -0.227, 1.1, -1.12, i, -12.3, 1.6%, 2.9, 1.6, 6.6
> COc1ccc(CCNC(=O)c2nnn(CC(=O)Nc3ccccc3C)c2N)cc1OC
    -3.8%, /, /, 13.0%, i, /, /, -0.352, -0.302, -0.0682, 0.414, i, 3.3, 9.0%, 5.4, 3.2, 7.6
> O=C(Nc1ccc(O)c(-c2nc3ccccc3s2)c1)c1cccs1
    15.2%, -5.7, 534, 18.0%, i, 0.82, 1244, i, /, /, -4.32, i, 0.4, -6.0%, 0.5, 4.8, 8.0
> CCOC(=O)C1CCCCN1C(=O)CCc1c(C)nc2cc(-c3ccccc3)nn2c1C (stereo not given)
    4.2%, /, /, 48.0%, /, 0.05, 921, 0.186, -0.176, 0.337, -0.119, i, 0.2, 7.2%, 4.1, 3.1, 9.4
> O=c1[nH]c(SCc2ccc(Cl)cc2)nc2c1CCC2
    7.6%, -0.6, 1119, -33.2%, /, /, /, 0.12, -0.161, 0.703, -0.595, i, -14.2, -5.5%, 5.8, 1.7, 12.2
> O=C1OC(c2ccc(Br)cc2)=N/C1=C\c1ccco1
    5.0%, -1.3, 1060, -26.0%, i, -0.26, 1325, 1.99, 0.00858, 1.5, -1.74, i, 18.0, -3.6%, 3.7, 1.1, 1.6
> C=CCNC(=O)CSc1nc2cc(C(=O)OCC)ccc2n1CC
    6.4%, /, /, -1.4%, i, 2.44, 923, -0.349, 0.882, 0.0798, 0.491, i, -5.3, -0.4%, 1.4, 1.6, 6.7
> N#C/C(=C/c1cn(-c2ccccc2)nc1-c1cccc(S(=O)(=O)N2CCOCC2)c1)C(=O)NCc1ccco1
    2.0%, 2.9, 497, -6.6%, i, -0.28, 1385, -0.124, -0.188, 0.0799, 0.836, i, -2.0, -4.0%, 4.3, 2.7, 12.3
> O=c1c2ccccc2ncn1-c1ccccc1C(F)(F)F
    /, -2.6, 971, -24.5%, i, -0.35, 1484, 0.32, -0.109, 0.668, -0.115, i, 17.5, 6.5%, 1.1, 0.6, 0.4
> CCc1ccccc1NC(=O)CC(O)(C(=O)OC)C(F)(F)F (stereo not given)
    -30.9%, 1.2, 1172, -7.8%, i, -0.74, 1243, -0.598, -0.182, -0.649, 1.6, i, -7.0, 5.5%, 4.1, 3.2, 9.4
> O=C(NC(=S)Nc1ccc2[nH]c(=O)[nH]c2c1)c1cncc(Br)c1
    9.4%, -0.2, 1517, 5.3%, i, -1.28, 1495, 0.889, -0.312, 0.364, -1.28, i, -2.0, 17.5%, 1.7, 2.8, 9.9
> CCc1cc(=O)oc2cc(OC(C)C(=O)O)c(Cl)cc12 (stereo not given)
    20.0%, -5.2, 856, 3.0%, i, 0.44, 1145, 0.122, -0.218, 0.209, 0.535, i, -14.7, -3.0%, 3.7, 2.2, 5.9
> CC1CC(OCC(O)CN2CCOCC2)CC(C)(C)C1 (stereo not given)
    14.0%, -2.1, 1067, -19.5%, i, 0.69, 1249, -0.199, -0.289, -0.486, 0.643, i, -2.6, -4.3%, 5.0, 2.4, 2.6
> O=C(Nc1cccc(NC(=O)N2CCN(c3ccccc3)CC2)c1)N1CCN(c2ccccc2)CC1
    2.4%, 4.4, 1361, /, ?, -2.48, 757, -0.252, -0.305, 0.0758, -0.162, i, 16.9, 25.0%, 5.0, 1.2, 2.8
> O=C(Nc1cccc(Cl)c1N1CCOCC1)c1ccc2c(c1)OCCO2
    18.3%, 3.4, 900, 17.1%, i, -0.27, 1523, -1.22, -0.285, -0.461, 0.766, i, 4.0, -2.7%, 1.6, 2.2, 5.6
> COc1ccc(Cc2nnc(SCC(=O)NCC3CCCO3)o2)cc1 (stereo not given)
    7.6%, -1.7, 1176, 20.0%, i, 1.02, 897, -0.159, -0.273, 0.133, -0.821, i, 24.7, -3.3%, 4.2, 2.4, 5.6
